Screening results as filed in PubChem BioAssay.
UPR CHOP act = activators of apoptotic arm of unfolded protein response (CHOP). CHO-CHOP luciferase reporter, UPR activation, luminescence; percent of tunicamycin response over DMSO baseline. activation, % at 10 µM. 330,000 tested, 0.34% active;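 active means at 10 µM dose, activation of 40% or more, normalized to positive control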;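 further: 100% = tunicamycin at 10 µg/mL and 0% = DMSO alone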
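System: CHO-CHOP luciferase reporter cell line; amount: 500 cells/well; buffer or medium: F12 medium containing 10% fetal bovine serum; incubation: 6 h compound exposure at 37 °C after overnight seeding; measured by: luciferase luminescence after 10 min with Steady-Glo reagent; evaluation: % reporter activation, DMSO baseline versus tunicamycin full activation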
Mdm2 MdmX PPI = disrupts the human Mdm2-MdmX interaction; O15151+Q00987; SaOS-2 split-luciferase Mdm2/MdmX complementation, luminescence; inhibition, % at 8 µM; 330,000 tested, 3% active; AID 485346;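 active means inhibition of at least 50% at 8 µM in the primary screen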
Target sequence (O15151 whole entry, looked up): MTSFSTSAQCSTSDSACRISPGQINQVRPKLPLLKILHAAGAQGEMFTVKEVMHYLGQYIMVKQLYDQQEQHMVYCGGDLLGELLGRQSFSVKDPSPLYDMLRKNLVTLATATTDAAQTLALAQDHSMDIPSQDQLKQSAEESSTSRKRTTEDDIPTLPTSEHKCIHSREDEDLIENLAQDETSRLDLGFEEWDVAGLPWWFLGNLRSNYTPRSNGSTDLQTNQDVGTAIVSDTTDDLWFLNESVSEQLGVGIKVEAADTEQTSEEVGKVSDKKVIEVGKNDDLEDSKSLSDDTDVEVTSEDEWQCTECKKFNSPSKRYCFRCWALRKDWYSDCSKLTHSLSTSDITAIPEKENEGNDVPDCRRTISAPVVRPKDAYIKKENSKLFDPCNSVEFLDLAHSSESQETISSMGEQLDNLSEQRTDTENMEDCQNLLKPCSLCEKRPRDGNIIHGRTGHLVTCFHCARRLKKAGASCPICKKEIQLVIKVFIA
Target sequence (Q00987 whole entry, looked up): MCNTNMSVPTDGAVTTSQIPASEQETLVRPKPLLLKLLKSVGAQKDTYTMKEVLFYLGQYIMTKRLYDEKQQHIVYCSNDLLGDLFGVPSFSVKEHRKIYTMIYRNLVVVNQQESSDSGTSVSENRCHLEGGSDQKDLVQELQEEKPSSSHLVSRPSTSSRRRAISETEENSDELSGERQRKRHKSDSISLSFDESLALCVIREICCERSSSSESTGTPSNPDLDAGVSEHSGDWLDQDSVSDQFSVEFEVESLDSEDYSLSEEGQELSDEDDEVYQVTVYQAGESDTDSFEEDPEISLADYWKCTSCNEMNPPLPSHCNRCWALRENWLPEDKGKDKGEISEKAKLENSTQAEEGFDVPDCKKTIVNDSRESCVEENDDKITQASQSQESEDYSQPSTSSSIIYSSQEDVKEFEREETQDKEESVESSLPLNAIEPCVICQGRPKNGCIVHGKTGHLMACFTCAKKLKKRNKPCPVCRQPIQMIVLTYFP
Jurkat NFkB inh = inhibitors of the PMA/ionomycin-induced NF-kB reporter in Jurkat cells; PMA/ionomycin-induced NF-kB luciferase reporter, luminescence; inhibition, % at 4 µM; 330,000 tested, 0.53% active; in the data active means inhibition above about 50%
TIM10 inh = growth inhibitors of TIM10 yeast strain | 330,000 tested, 1.4% active | inhibition, % at 10 µM | S. cerevisiae TIM10 strain growth, BacTiter-Glo luminescence, 24 h | AID 463195;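 active means inhibition of 40% or more at the single tested concentration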;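 further: wild-type TIM10 isogenic control strain grown at permissive 25 °C; 0% = DMSO yeast wells and 100% = minimal medium wells without yeast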
tim10-1 inh = inhibits growth of tim10-1 mutant yeast; 330,000 tested, 2.2% active; S. cerevisiae tim10-1 ts strain growth, BacTiter-Glo, 24 h; inhibition, % at 20 µM;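 active means inhibition of at least 40%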;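 further: mutant grown at 25 °C; 0% = DMSO wells with yeast and 100% = wells holding no yeast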
XBP1 UPR activ = activators of adaptive arm of unfolded protein response (XBP1); CHO-XBP1 luciferase reporter, IRE1-XBP1 UPR activation, luminescence; percent of tunicamycin response, DMSO as zero; activation, % at 20 µM; 330,000 tested, 0.33% active; AID 463104;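 active means versus positive control, 20 µM dose yields 30% or more activation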;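 further: 100% = tunicamycin at 10 µg/mL and 0% = DMSO only wells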
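Material: CHO cell line with stable XBP1 luciferase reporter; buffer or medium: F12 medium containing 10% fetal bovine serum; compound: single point, 20 µM final compound, 1% DMSO; incubation: 6 h treatment, 37 °C; measured by: glow luminescence from Steady-Glo reagent; evaluation: activation, % of tunicamycin; control set: tunicamycin high, DMSO low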
tim23-1 inh = tim23-1 yeast growth inhibition. AID 463212. S. cerevisiae tim23-1 growth, BacTiter-Glo luminescence, 24 h. 330,000 tested, 1.3% active. inhibition, % at 20 µM;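 active means growth inhibition of the mutant yeast at or above 50%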;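 further: temperature-sensitive mutant grown at 25 °C; plate controls were DMSO-treated mutant yeast for no effect and medium wells lacking yeast for full effect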
697 NFkB inh = lowers PMA/ionomycin-induced NF-kB signal in 697 B cells; 697 B-cell NF-kB luciferase reporter, 16 h; inhibition, % at 4 µM; 330,000 tested, 0.33% active; in the data active means inhibition above about 35%
Numbers without * were called inactive. Random draw from the library (roughly 6.6% active in at least one column).

SMILES	Jurkat NFkB inh	XBP1 UPR activ	tim10-1 inh	Mdm2 MdmX PPI	TIM10 inh	697 NFkB inh	tim23-1 inh	UPR CHOP act
CCCCC(=O)Nc1nnc(S(=O)(=O)N(CC)c2ccc(OC)cc2)s1	-3.2	2.3	-8.1	-7.8	-0.5	8.9	0.7	0.9
O=C(NCc1ccccc1)c1cc2ccccc2oc1=O	-16.5	-1.6	-1.3	-3.0	5.3	6.6	8.6	3.9
Cn1c(=O)c2c(SCC(N)=O)nc(CC(C)(C)C)nc2n(C)c1=O	2.5	-3.5	6.9	-5.7	-5.8	5.9	24.2	-0.2
CC(C(=O)Nc1ccccc1)N(C)CCOc1ccccc1 (stereo unspecified)	9.4	1.9	3.8	-10.3	-18.4	-3.0	9.4	1.1
Cc1cc(C)c(S(=O)(=O)N2CCN(C(=O)C3CC3)CC2)c(C)c1	4.7	0.3	16.0	17.8	9.0	-10.7	22.7	-1.9
Cc1ccc(CSCCNC(=O)CSc2ccccc2)cc1	3.8	0.9	18.4	-0.7	-0.5	20.0	22.4	3.3
COc1ccc(CNC(=O)C/C(C)=N/NC(=O)c2cc(OC)cc(OC)c2)cc1	20.8	-4.6	-4.4	3.1	4.7	-0.4	6.4	0.5
Cc1nnc(C)c2c(C)n(-c3ccc(Cl)c(N)c3)c(C)c12	-15.8	4.5	17.0	15.6	21.1	-14.6	9.5	-0.5
N/C(=N\NC(=O)Nc1ccc(Cl)cc1)c1ccccn1	-37.0	-0.9	-0.4	-18.7	0.3	-18.5	-21.7	5.0
O=C(O)CCCCCCCCCC[n+]1ccccc1	-4.3	-1.3	0.9	0.7	-2.4	-14.4	8.7	-1.3
CCOC(=O)CNC(=O)C(CO)NC(=O)OCc1ccccc1 (stereo unspecified)	-1.4	-0.9	16.4	3.7	-4.0	-13.8	11.7	-1.6
CS(=O)(=O)Nc1ccc(C(=O)N2CCN(c3ccccc3)CC2)cc1	10.3	-3.7	12.5	26.1	-5.8	4.6	-10.3	-1.9
CC(C)CO/C(=N/S(=O)(=O)c1ccccc1)c1ccccc1	-7.0	0.5	16.6	-5.1	9.2	7.1	30.4	1.1
COC(=O)[C@]1(C)N[C@H](CN(C)C(C)=O)[C@@H]2C(=O)N(C)C(=O)[C@@H]21	-19.7	-0.1	2.0	11.4	-2.7	0.2	12.9	0.5
O=C(CN1C(=O)/C(=C\C=C\c2ccccc2)SC1=S)Nc1ccc(F)cc1	-5.5	-1.8	40.1*	7.5	13.8	-27.7	6.7	3.8
COc1cc(C(=O)OCC(=O)Nc2cccc(S(=O)(=O)N3CCOCC3)c2)ccc1OCC(C)C	5.8	-1.2	5.7	-2.0	-2.2	13.8	12.7	1.6
CS(=O)(=O)Nc1cccc(C2=NN(S(=O)(=O)c3ccc(F)cc3)C(c3cccs3)C2)c1 (stereo unspecified)	1.1	0.2	4.1	17.8	1.9	10.9	4.9	-0.4
CC1CCN(S(=O)(=O)c2ccc(NC(=O)c3ccccc3F)cc2)CC1	19.4	-0.4	35.2	5.1	31.1	-7.5	51.9*	1.1
O=C(Nc1cc(Cl)cc(Cl)c1)C(NCCCO)c1ccccc1 (stereo unspecified)	4.3	3.1	15.7	14.1	3.9	18.1	22.9	-1.7
Cc1cc(-c2nnc3n2N=C(c2ccc(-c4ccccc4)cc2)CS3)n[nH]1	3.0	8.9	31.8	69.7*	24.4	9.5	45.7	7.3
COC(=O)c1ccc(NC(=O)CSc2nnc(-c3ccccc3)n2C)cc1	7.4	-2.7	-2.0	15.9	-5.8	0.9	8.6	-1.1
COc1ccc(S(=O)(=O)N2CCc3ccccc3C2)cc1OC	14.0	0.5	12.1	22.9	5.7	7.5	9.7	-1.3
Cc1cccc(NC(=O)COC(=O)c2cc(C)oc2C)c1	2.3	-3.5	29.8	-3.8	-0.6	2.0	17.2	-1.8
Cc1cnc(C(=O)OCC(=O)Nc2ncc(Cl)cc2Cl)cn1	-8.1	-0.4	-6.3	15.2	0.1	5.2	2.4	-2.4
Cc1ccccc1NC(=O)CN(C)S(=O)(=O)c1ccc(-c2ccc(=O)[nH]n2)s1	-17.3	-2.6	-3.7	6.4	0.1	-17.7	-2.5	-1.7
Cc1ccc(S(=O)(=O)/N=C2/NC(=O)/C(=C\c3ccco3)S2)cc1	-11.7	-2.2	2.3	16.0	-11.8	24.2	19.1	-1.8
CCc1cccc(C)c1NC(=O)CCN1C(=O)NC(C)(C)C1=O	18.3	-1.5	-10.0	22.9	6.0	13.0	2.0	-0.4
Cc1cc(SCCC(=O)O)nc2ccccc12	-30.6	-4.5	2.7	11.7	-8.4	10.2	6.9	-5.2
CC(C)(C)n1nc2c(c1NC(=O)COc1ccccc1F)CS(=O)(=O)C2	-27.0	-2.6	25.4	-11.8	27.8	-29.3	9.7	-0.3
COc1ccc(N(C(=O)Cn2nnc(-c3ccccc3F)n2)C(C(=O)NCC2CCCO2)c2ccc(Cl)cc2)cc1 (stereo unspecified)	-4.1	41.5*	-2.1	43.4	-6.7	8.1	10.4	4.5
CC(C)CCn1c(NCCc2ccccc2)nc2c1c(=O)n(C)c(=O)n2C	6.6	-2.5	20.5	9.0	6.7	-16.0	10.2	-2.0
N/C(=N\OC(=O)c1ccccc1[N+](=O)[O-])c1cccnc1	-27.9	1.1	15.6	-16.1	4.4	-24.3	23.5	3.4
CCC(C)(C(=O)NC1CCCC1)N(C(=O)CNC(C)=O)c1ccc(C)cc1 (stereo unspecified)	2.4	-1.4	18.4	0.5	-3.8	4.3	5.4	-0.4
CS(=O)(=O)N1CCc2cc(C(=O)N3CCOCC3)ccc21	5.0	-4.3	-2.8	4.4	-0.6	23.5	5.5	-4.3
CSC(=NCc1cccnc1)NS(=O)(=O)c1cccs1	-5.9	-0.7	6.2	-5.2	0.1	8.6	2.0	-2.9
CCOc1ccc(-c2nnc(N)s2)cc1	-43.2	-0.2	10.3	-7.7	-0.7	-48.3	0.1	1.3
Cc1cc(OCCn2ccnc2)cc(C)c1Cl	14.8	-0.9	1.0	23.3	-10.1	-21.7	17.8	1.5
O=[N+]([O-])c1cc([N+](=O)[O-])c(Oc2ccc(Cl)c3cccnc23)cc1NN1CCCCC1	10.0	-0.7	33.9	36.6	21.1	4.4	33.3	2.5
CN(C)c1cccc2c(C=C(C#N)C#N)ccc(N(C)C)c12	3.2	-4.4	13.1	-10.8	15.5	-1.3	12.4	0.7
CS(=O)(=O)c1ccccc1C(=O)NC1CCCc2ccccc21 (stereo unspecified)	-1.3	2.8	-4.5	8.4	6.2	-2.6	8.0	0.8
CCC(C(=O)NCc1ccco1)n1nc(C)c2c(C)n(-c3ccc(C)cc3)nc2c1=O (stereo unspecified)	-5.0	-2.7	-1.7	5.8	-5.3	-13.7	1.1	-0.8
COc1ccc(OC)c(/C=N/NC(=O)c2cnccn2)c1	-1.7	-1.9	-16.6	2.4	-9.4	1.1	9.7	1.2
CCOC(=O)c1sc2ncnc(N3CCN(c4ccc(OC)cc4)CC3)c2c1C	4.4	-2.1	10.5	-1.7	16.9	2.8	14.3	-1.7
O=c1oc(-c2ccc(O)c(O)c2)cc2cc(O)cc(O)c12	-33.8	10.8	-26.6	-60.9	1.0	-85.3	-6.6	8.5
COc1cn(-c2ccccc2)nc1C(=O)NCc1ccc(C)cc1	-19.1	0.1	-2.2	-6.3	2.1	4.8	18.5	2.7
O=C(Nc1ccc(Cl)c([N+](=O)[O-])c1)ONC1=NCCCCC1	-6.5	-3.7	78.1*	10.9	54.1*	14.8	41.5	2.9
COc1cc(/C=C/C(=O)NC(C)C)ccc1OCc1ccccc1	-4.1	0.6	34.8	26.2	0.5	2.9	25.7	-0.4
C=CCn1c(C)c(/C=C/c2cc[n+](C)cc2)c2ccccc21	25.6	-3.0	-6.9	64.2*	7.8	-2.6	-4.5	1.9
COc1ccc(NC(=O)c2cc(S(=O)(=O)N3CCCC3)ccc2C)cn1	-4.5	-0.8	5.9	0.3	9.5	-1.5	12.5	-2.4
COc1ccc(C)cc1N(CC(=O)NCCSCc1ccco1)S(=O)(=O)c1ccc(C)cc1	-3.1	-3.5	21.5	15.4	15.3	-11.9	34.7	0.6

(cont.)
SMILES	Jurkat NFkB inh	XBP1 UPR activ	tim10-1 inh	Mdm2 MdmX PPI	TIM10 inh	697 NFkB inh	tim23-1 inh	UPR CHOP act
CC(=O)c1ccccc1NC(=O)COC(=O)/C=C/c1ccc(C)o1	-0.6	0.1	18.9	-2.0	14.1	-2.5	6.7	2.0
O=C(CSc1nc2ccccc2o1)Nc1ccccc1	-33.5	1.2	-8.7	-57.8	-6.1	11.1	23.7	-1.3
CC(C)Cc1nnc(NC(=O)CCNC(=O)c2ccccc2Cl)s1	-5.5	-2.5	3.9	-7.5	3.0	5.6	3.7	-1.4
Cc1[nH]n(-c2ccccc2)c(=O)c1CCO	-9.8	-2.5	16.6	-5.3	-3.3	2.2	6.9	-1.9
c1ccc(CCCOCCC2CO2)cc1 (stereo unspecified)	0.1	1.3	-16.8	12.1	1.2	-6.8	10.8	-1.7
O=C(NC(=S)Nc1cccnc1Cl)c1ccc(F)cc1	-9.3	7.5	2.1	5.7	-8.6	-45.2	13.1	2.5
Cc1ccc(CNC(=O)C2CCC(=O)N2CCc2ccccc2)cc1 (stereo unspecified)	15.2	1.4	13.6	20.9	-9.6	15.4	-7.4	-1.0
CCOC(=O)c1c(S(=O)(=O)NCC2CCN(CCc3cccs3)CC2)c(C)n(C)c1C	17.0	-5.1	14.9	14.2	-2.4	8.6	8.5	-0.2
O=C(Nc1c(C(=O)N2CCN(c3ccccn3)CC2)oc2ccccc12)c1ccc([N+](=O)[O-])cc1	15.8	-2.4	2.6	28.7	-14.8	9.5	-9.3	4.2
CCCN(CCC)C(=O)CC(c1ccccc1)c1cc(Br)ccc1O (stereo unspecified)	6.7	-0.2	29.3	46.8	32.0	0.1	37.8	-1.4

4 compounds from above, arranged by molar mass, ascending.
SMILES	Jurkat NFkB inh	XBP1 UPR activ	tim10-1 inh	Mdm2 MdmX PPI	TIM10 inh	697 NFkB inh	tim23-1 inh	UPR CHOP act
c1ccc(CCCOCCC2CO2)cc1 (stereo unspecified)	0.1	1.3	-16.8	12.1	1.2	-6.8	10.8	-1.7
Cc1[nH]n(-c2ccccc2)c(=O)c1CCO	-9.8	-2.5	16.6	-5.3	-3.3	2.2	6.9	-1.9
O=C(NC(=S)Nc1cccnc1Cl)c1ccc(F)cc1	-9.3	7.5	2.1	5.7	-8.6	-45.2	13.1	2.5
CCOC(=O)c1c(S(=O)(=O)NCC2CCN(CCc3cccs3)CC2)c(C)n(C)c1C	17.0	-5.1	14.9	14.2	-2.4	8.6	8.5	-0.2

More compounds:
SMILES	Jurkat NFkB inh	XBP1 UPR activ	tim10-1 inh	Mdm2 MdmX PPI	TIM10 inh	697 NFkB inh	tim23-1 inh	UPR CHOP act
Cn1c(=O)n(C)c2cc(NC(=O)COc3ccc(F)cc3)ccc21	-4.9	-2.5	-5.2	-4.6	-6.2	14.5	6.2	1.2
CCOc1ccc(S(=O)(=O)N2CCC(C(=O)NCCc3ccccc3)CC2)cc1	-0.7	0.5	12.4	25.0	-2.7	12.0	11.5	2.7
CN(C(=O)CN1C(=O)/C(=C/c2ccc(Cl)cc2)SC1=S)C1CCS(=O)(=O)C1 (stereo unspecified)	9.1	-3.3	0.4	44.5	1.9	-5.9	4.7	-1.1
COc1ccc2sc(N3C(=O)CC(Cc4cccc(C)c4)C3=O)nc2c1 (stereo unspecified)	12.3	-1.0	28.6	-15.8	30.1	-8.7	35.7	1.4
Cc1ccc(-c2csc3nc[nH]c(=O)c23)c(C)c1	9.7	-2.4	-1.9	16.9	-14.9	22.7	2.1	5.5
